Bioassay records from PubChem.
Pf Dd2 inh: blocks in vitro growth of P. falciparum Dd2; Potency, µM (doses to about 28.9 µM), for the others: top-dose activity, negative = inhibition, actives largely listed as inhibitors; hit rate 4.3% among 120,000; AID 1347417; P. falciparum Dd2 growth, SYBR Green, 72 h; active means well fitted inhibition curve with a large enough effect; inconclusive means small, poorly fitted or top-dose-only effect; inactive means no such curve, though single readings can be large or run the other way;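 further: plate controls were DMSO vehicle for no effect and reference drug for full effect; nearly all actives have a fitted effect of over 65% in size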
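Readout: SYBR Green fluorescence, 485 nm excitation, 535 nm emission, after ~16 h lysis at 37C. Before that, Dd2-infected red cells (2.5% hematocrit) grew 72 h with compound, 29 uM top final concentration.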
The depositor's hits bear a star; [ ] = another dose, or the depositor's remark. Potency means the concentration at half of the fitted maximal effect.

`COc1ccccc1OCCNC(=O)CC1=C2CCCCC2NC1=O` (stereo not drawn) gave Pf Dd2 inh -5%.
CCOC(=O)c1c(C)oc2c1cc(NS(=O)(=O)c1ccc(C)cc1)c1ccccc12 was read as Pf Dd2 inh -15%.
For O=S(=O)(N[C@@H]1CCOC[C@H]1O)c1ccc(Oc2ccccc2)cc1 the results were Pf Dd2 inh -19%.
For COc1ccccc1-c1ccnc(N[C@H]2CO[C@H]3[C@@H]2OC[C@@H]3NS(C)(=O)=O)n1 the results were Pf Dd2 inh 14µM*.
`COc1ccc(CCNC(=O)CCCCn2c(=O)c3ccccc3n(Cc3cccc(C)c3)c2=O)cc1OC` gave Pf Dd2 inh inactive.
CCN(CC)C(=O)C(C)[C@@H]1CC[C@@]2(C)CC[C@H](NC(=O)c3cccc(F)c3)[C@@H](C)[C@@H]2[C@H]1O (stereo partly drawn) was read as Pf Dd2 inh inactive.
For Cc1ccc(-n2ncc(C(=O)N3CCN(c4ccccn4)CC3)c2C2CCN(C(=O)OC(C)(C)C)CC2)cc1 the results were Pf Dd2 inh 18%.
Screening Cc1cccc(NC(=O)C2CCN(c3nnc(C)c4c(C)n(-c5ccccc5)nc34)CC2)c1C returned Pf Dd2 inh 30%.
For COCC(=O)N1CCn2c(nnc2-c2ccccc2)C1 the results were Pf Dd2 inh 4%[44.1 µM].
Cc1nsc(NC(=O)N2CCCC2C)n1 (stereo not drawn) was read as Pf Dd2 inh 2%.
`COC[C@H]1CCCN1C(=O)[C@@H](C)C1CC[C@@]2(C)CC[C@H](NC(=O)Cc3ccccc3)[C@@H](C)[C@@H]2[C@H]1O` (stereo partly drawn) gave Pf Dd2 inh -15%.
Screening Cc1ccccc1Nc1nn2c(=O)c3ccc(C(=O)NCC(C)c4ccccc4)cc3nc2s1 (stereo not drawn) returned Pf Dd2 inh 13µM*.
Screening O=C1CC2CCN(Cc3cccc(C(F)(F)F)c3)CC2CCN1 (stereo not drawn) returned Pf Dd2 inh -10%.
Screening CCOC(=O)c1cnn(-c2cccc(F)c2)c1C1CCNCC1 returned Pf Dd2 inh inactive.
CCN1c2cc(C(=O)Nc3ccc(OC)c(Cl)c3)ccc2C(=O)N2CCCCC21 (stereo not drawn) was read as Pf Dd2 inh inactive.
For C[C@@H]1CN(C(=O)c2ccc3c(c2)NC(C)(CNc2ccccc2)CO3)C[C@H](C)O1 (stereo partly drawn) the results were Pf Dd2 inh 0%[44.1 µM].
For O=C1c2c(nc(CN3CCCC(CO)C3)n2Cc2ccccc2)NCCN1CCOc1ccccc1 (stereo not drawn) the results were Pf Dd2 inh -9%.
For O=c1[nH]c(C2CCCN(CC3CCCCC3)C2)nn1-c1ccccc1 (stereo not drawn) the results were Pf Dd2 inh inactive.
`CC(=O)N[C@@H]1C[C@H](Cn2cc(CN3CCS(=O)(=O)CC3)nn2)[C@@H](O)[C@H]1O` gave Pf Dd2 inh 18%.
Screening CCn1cc(S(=O)(=O)N2CCCCCCN(C)C(=O)CC2)cn1 returned Pf Dd2 inh -14%.
Screening CN(Cc1ccsc1)C1CCOc2ccccc21 (stereo not drawn) returned Pf Dd2 inh -17%[44.1 µM].
COCc1ccccc1-c1nccc2c(=O)cc(-c3cnn(C)c3)oc12 was read as Pf Dd2 inh -18%[44.1 µM].
For CC(C)N1C(=O)C2(CCCC2)C1C(=O)NC1CCCC1 (stereo not drawn) the results were Pf Dd2 inh 19%.
COc1ccc(C(=O)N[C@@H]2CCC[C@@H]2C(=O)NCCc2cccs2)cn1 was read as Pf Dd2 inh -17%.
For Cc1noc(-c2cccc(F)c2)c1C(=O)NCc1ccc2c(c1)OCO2 the results were Pf Dd2 inh -23%.
Screening O=C(O)c1cc(-c2ccncc2)cc(S(=O)(=O)N2CCCCCC2)c1 returned Pf Dd2 inh -12%.
Screening COc1ccc(NC(=O)CN2C(=O)COc3ccc(S(=O)(=O)NC4CCCC4)cc32)cc1OC returned Pf Dd2 inh 18%.
For Cc1cc(Nc2cccc(Cl)c2)nc2ccc(NC(=O)Cc3c(F)cccc3Cl)cc12 the results were Pf Dd2 inh inconclusive.
CC(=O)Nc1ccc(S(=O)(=O)N2CCCC(N(C)CCc3ccccn3)C2)cc1 (stereo not drawn) was read as Pf Dd2 inh -29%.
`O=C(CSc1nc(-c2ccccc2)no1)N1CCCCC1` gave Pf Dd2 inh inconclusive.
Cc1cc(=O)n(CC(=O)Nc2ccccc2C)c(-c2ccc(Cl)cc2)n1 was read as Pf Dd2 inh -46%.
For Cc1csc(NC(=O)c2cnc3c(c2)N([S+](=O)([O-])c2cccnc2)CCC3)n1 the results were Pf Dd2 inh inconclusive.
`Cc1cccc(C(=O)NC2CCN(c3cc(-c4ccc(Cl)cc4)[nH]n3)CC2)c1` gave Pf Dd2 inh -3%.
For COc1ccc(-c2cc(N3CCN(C(=O)c4ccc(F)c(Cl)c4)CC3)n[nH]2)cc1 the results were Pf Dd2 inh inactive.
`O=C1CCCCC(Cc2cccnc2)(C(=O)NCc2ccc3c(c2)OCO3)N1` (stereo not drawn) gave Pf Dd2 inh -18%.
CCc1ccc(CNC(=O)CCCn2ccc3cc(S(=O)(=O)N4CCCC4)ccc32)cc1 was read as Pf Dd2 inh inactive.
For CC(C)c1nc(CN(C)C(=O)c2cn(CC3CCCNC3)nn2)cs1 (stereo not drawn) the results were Pf Dd2 inh inactive.
For COC[C@@H]1CN(C(=O)c2ccc(OC)cc2OC)C[C@H]1c1ccccn1 the results were Pf Dd2 inh -28%.
For CCc1ccc(NC(=O)Cn2c(=O)n(CCC(C)C)c(=O)c3cccnc32)cc1 the results were Pf Dd2 inh inconclusive.
`COc1cccc(CC(=O)NCc2nnc3cc(-c4nc(C(C)C)no4)ccn23)c1` gave Pf Dd2 inh inconclusive.
`Fc1cccc(CN2CCCC3(CCN(c4cnccn4)C3)C2)c1F` (stereo not drawn) gave Pf Dd2 inh -4%.
Screening Cc1nc([C@@H]2CN(C(=O)CCc3c(C)noc3C)C[C@H]2C(N)=O)n[nH]1 returned Pf Dd2 inh inactive.
Screening CN(Cc1ccccc1)C(=O)C1CCN(Cc2cc3ccccc3n2Cc2ccccc2)CC1 returned Pf Dd2 inh inconclusive.
COc1cccc([C@@H]2CN(C(=O)c3ccc(CO)o3)C[C@H]2C(=O)O)c1 was read as Pf Dd2 inh 1%.
For O=C(C1CC=CC1)N1C[C@@H](COc2ccncc2)[C@H](c2ccccn2)C1 the results were Pf Dd2 inh -1%.
`CCCNC(=O)C1COC2(CCN(C(=O)c3ccc(OC)cc3)CC2)N1C(=O)c1ccccc1` (stereo not drawn) gave Pf Dd2 inh 15%.
`COc1ccc(-c2nc(Cn3c(=O)cc(C)c4c(C)nn(-c5ccccc5)c43)c(C)o2)c(OC)c1` gave Pf Dd2 inh 26%.
For CC1CCCN(CCCNC(=O)c2cc3c(Cl)nc4ccccc4c3s2)C1 (stereo not drawn) the results were Pf Dd2 inh 4.5µM*.
Screening O=S(=O)(NCC(Nc1ccc(Cl)cc1)c1ccccc1)c1ccccc1 (stereo not drawn) returned Pf Dd2 inh inconclusive.
For CC(=O)c1cccc(NC(c2ccc(F)cc2)c2nnc(-c3ccccc3)o2)c1 (stereo not drawn) the results were Pf Dd2 inh inconclusive.
COc1cc(NC(=O)OC[C@H]2C[C@@H]3CCN2C[C@@H]3c2cc(-c3ccc(N(C)C)cc3)nc(C)n2)cc(OC)c1 was read as Pf Dd2 inh inconclusive.
For CCc1noc(-c2nc(-c3ccc(F)c(F)c3)no2)n1 the results were Pf Dd2 inh -5%.
`CCn1ccc(C(=O)N2CCC([C@H]3[C@@H](OC)C(=O)N3C(C)C)CC2)n1` gave Pf Dd2 inh 29%.
For O=C(Cc1ccc(F)cc1)N1CCC2(CC1)CN[S+](=O)([O-])c1cccnc1O2 the results were Pf Dd2 inh 0%.
O=C(Nc1cc(C(F)(F)F)ccc1Cl)c1ccc2c(c1)CCN2S(=O)(=O)c1ccccc1 was read as Pf Dd2 inh inactive.
Screening O=C(Cn1c(=O)n(-c2ccc(F)c(Cl)c2)c(=O)c2sc3ccccc3c21)NC1CCCCC1 returned Pf Dd2 inh 46%[activator].
Screening CC(=O)N1CCCCCCNC(=O)[C@@H]2CCC[C@@H]21 returned Pf Dd2 inh 3%.
`CC(C)C[C@H](NC(=O)[C@@H]1C[C@H](NC(=O)c2cccn2C)CN1C(=O)c1cccn1C)C(N)=O` gave Pf Dd2 inh -2%.
For O=C(NCc1cc(-c2ccccc2)n[nH]1)[C@H]1CCC[C@H](O)C1 the results were Pf Dd2 inh -3%.
COCCN1C(=O)c2ccccc2C(C(=O)Nc2nnc(C3CC3)s2)C12CCCC2 (stereo not drawn) was read as Pf Dd2 inh inconclusive.
Screening CN(C(=O)c1ccc[nH]c1=O)C1CCc2nn(C)c(=O)n2CC1 (stereo not drawn) returned Pf Dd2 inh inactive.
Screening COCCCNC(=O)c1c(C)noc1-c1cc(OC)cc(OC)c1 returned Pf Dd2 inh -4%.
For CCc1noc(-c2cn(C3CCN(C(=O)c4ccc(OC)cc4)C3)nn2)n1 (stereo not drawn) the results were Pf Dd2 inh inactive.
For COc1ccc(OC)c(CNC(=O)c2cc(S(=O)(=O)N3CCC(C)CC3)cn2C)c1 the results were Pf Dd2 inh -17%.
Screening Cc1ccc(CN2CCN(C(=O)c3ccc4c(c3)C(O)CCCCCN4C)CC2)cc1 (stereo not drawn) returned Pf Dd2 inh 13µM*.
`COc1ccc(NC(=O)CC2C(=O)N(c3ccc(C)cc3)C(=O)N2CCc2ccccc2)cc1` (stereo not drawn) gave Pf Dd2 inh inactive.
`Cc1ccc(C(=O)N2CCc3cc(CNS(=O)(=O)c4cccs4)ccc32)cc1` gave Pf Dd2 inh 8.9µM*.
`O=C(c1n[nH]c2c1CCCC2)N1CCc2c(nc3cc(-c4ccccc4)[nH]n3c2=O)C1` gave Pf Dd2 inh -11%.
O=C(Cc1ccsc1)N1CC(c2noc(COc3ccccc3)n2)C1 was read as Pf Dd2 inh inactive.
For Cc1ccc2nc(-c3ccc(Cl)c(NC(=O)COc4cccc(C)c4C)c3)oc2c1 the results were Pf Dd2 inh 47%[activator].
Screening Cc1cccc(C)c1NC(=O)CN1C(=O)NC2(CCOCC2)C1=O returned Pf Dd2 inh 41%[activator].
CC1(C(=O)N2CCc3ccccc3C2)CCOCC1 was read as Pf Dd2 inh 10%[44.1 µM].
Screening O=C(CN1CCOCC1)N1C[C@@H](COCC2CC2)[C@H](c2ccccn2)C1 returned Pf Dd2 inh inconclusive.
`COc1ccc(C2=NC(c3ccncc3)=Nc3ccc(Br)cc3N2)cc1` gave Pf Dd2 inh -5%.
`O=C(Nc1ccc(F)cc1F)C1CCN(S(=O)(=O)c2ccc3[nH]c(=O)ccc3c2)CC1` gave Pf Dd2 inh 32%[activator].
COc1ccc(-c2cc(CC3(NC4CCN(C(C)=O)CC4)COC3)no2)cc1 was read as Pf Dd2 inh inconclusive.
For CN(C1CCOCC1)C1CCN(C(=O)c2cccc(Cl)c2)CC1 the results were Pf Dd2 inh inconclusive.
`O=C(COc1ccccc1[N+](=O)[O-])Nc1cc(-c2nc3cc(Cl)ccc3o2)ccc1Cl` gave Pf Dd2 inh 18%.
For CCn1ccc2c(OCC(=O)Nc3ccccc3C)cccc2c1=O the results were Pf Dd2 inh -11%.
CCOc1ccc(NC(=O)N2CCc3cc(OC)c(OC)cc3C2CNC(=O)NC(C)C)cc1 (stereo not drawn) was read as Pf Dd2 inh -3%.
`O=C(c1ccccc1F)N1CCn2c(nnc2-c2ccccc2)C1` gave Pf Dd2 inh -6%[44.1 µM].
`O=C([C@@H]1C[C@H](Oc2cccnc2)CN1C(=O)COc1ccc(F)cc1)N1CCCC1` gave Pf Dd2 inh 13%.
Cc1c(C(=O)OC2CCCC2)[nH]c2c1C(=O)CC(c1ccc(Cl)cc1)C2 (stereo not drawn) was read as Pf Dd2 inh -14%.
Screening Cc1[nH]nc2c1C(c1ccc(Cl)cc1)C(C#N)=C(N)O2 (stereo not drawn) returned Pf Dd2 inh -4%.
CCOc1ccc(CNC(=O)CCC(=O)N2CC3CCCN3c3ccccc32)cc1 (stereo not drawn) was read as Pf Dd2 inh 13µM*.
Fc1ccc(CNCCCSc2nnnn2-c2ccccc2)cc1 was read as Pf Dd2 inh inconclusive.

12 consecutive entries from above, quoted:
`O=C(Nc1ccc(F)cc1F)C1CCN(S(=O)(=O)c2ccc3[nH]c(=O)ccc3c2)CC1` gave Pf Dd2 inh 32%[activator].
COc1ccc(-c2cc(CC3(NC4CCN(C(C)=O)CC4)COC3)no2)cc1 was read as Pf Dd2 inh inconclusive.
For CN(C1CCOCC1)C1CCN(C(=O)c2cccc(Cl)c2)CC1 the results were Pf Dd2 inh inconclusive.
`O=C(COc1ccccc1[N+](=O)[O-])Nc1cc(-c2nc3cc(Cl)ccc3o2)ccc1Cl` gave Pf Dd2 inh 18%.
For CCn1ccc2c(OCC(=O)Nc3ccccc3C)cccc2c1=O the results were Pf Dd2 inh -11%.
CCOc1ccc(NC(=O)N2CCc3cc(OC)c(OC)cc3C2CNC(=O)NC(C)C)cc1 (stereo not drawn) was read as Pf Dd2 inh -3%.
`O=C(c1ccccc1F)N1CCn2c(nnc2-c2ccccc2)C1` gave Pf Dd2 inh -6%[44.1 µM].
`O=C([C@@H]1C[C@H](Oc2cccnc2)CN1C(=O)COc1ccc(F)cc1)N1CCCC1` gave Pf Dd2 inh 13%.
Cc1c(C(=O)OC2CCCC2)[nH]c2c1C(=O)CC(c1ccc(Cl)cc1)C2 (stereo not drawn) was read as Pf Dd2 inh -14%.
Screening Cc1[nH]nc2c1C(c1ccc(Cl)cc1)C(C#N)=C(N)O2 (stereo not drawn) returned Pf Dd2 inh -4%.
CCOc1ccc(CNC(=O)CCC(=O)N2CC3CCCN3c3ccccc32)cc1 (stereo not drawn) was read as Pf Dd2 inh 13µM*.
Fc1ccc(CNCCCSc2nnnn2-c2ccccc2)cc1 was read as Pf Dd2 inh inconclusive.

A portion of the library; the hit share may differ from the screen's.
